Screening data from PubChem.
Growth percent in the NCI-60 one-dose screen (48 h, 10 µM unless noted): 100 = growth as untreated, 0 = no growth, -100 = all killed.
NCI-H522: NCI-H522 lung cancer. hit rate 8% among 78,000. AID 1794739
NCI-H322M: NCI-H322M lung cancer. hit rate 2.7% among 80,000. AID 1794733
NCI-H460: NCI-H460 lung cancer | hit rate 6.8% among 82,000
HCT-15: HCT-15 colon cancer; hit rate 5.2% among 82,000; AID 1794746
NCI-H226: NCI-H226 lung cancer; hit rate 3.5% among 79,000
SW-620: SW-620 colon cancer. hit rate 5.2% among 82,000
HT29: HT29 colon cancer. AID 1794748. hit rate 7.4% among 81,000
COLO 205: COLO 205 colon cancer. hit rate 7.3% among 79,000
NCI-H23: NCI-H23 lung cancer; hit rate 4% among 80,000; AID 1794731
Starred values were filed as active, the others as inactive; . = no result given. Rule for the calls: active = growth percent below 10; inactive = the rest. Hits appear at their usual frequency; any-hit rate near 12%.

(1) COc1ccc(OC)c(Nc2nc3nonc3nc2Nc2cc(OC)ccc2OC)c1
(2) COc1ccc(NC(=O)Nc2ccc(OCCCCCC(=O)Nc3ccc(C(=O)O)c(O)c3)cc2)cc1
(3) COc1ccc2c(c1)c(-c1nc(-c3cn(C)c4ccncc34)cs1)cn2C
(4) NCCCCCNc1noc(Cc2c[nH]c3ccccc23)n1
(5) C#CC#CC#CC#CC#CC#CC#CC#CC[C@H]1OC[C@H](COC(=O)O[C@@H](C(=O)O[C@H]2C[C@@]3(O)[C@@H](OC(=O)c4ccccc4)[C@@H]4[C@]5(OC(C)=O)CO[C@@H]5C[C@H](O)[C@@]4(C)C(=O)[C@H](OC(C)=O)C(=C2C)C3(C)C)[C@@H](NC(=O)c2ccccc2)c2ccccc2)O1
(6) COC(=O)C(C)CSCc1ccccc1 (stereo unspecified)
(7) CC(=O)c1sc(-c2ccc(F)cc2)cc1N
(8) O=C(Cn1cc(CSc2nnc3oc4ccccc4n23)nn1)Nc1ccc(F)cc1
assay / entry,1,2,3,4,5,6,7,8
NCI-H522,37.7,66.5,87.3,96.4,63.5,110.4,64.9,84.7
NCI-H322M,68.6,83.5,95.7,100.4,53.6,95.9,95.2,96.2
NCI-H460,22.0,91.3,-64.5*,115.1,18.8,108.4,97.7,109.0
HCT-15,73.5,88.8,-22.1*,100.9,99.5,94.0,101.5,91.4
NCI-H226,50.3,78.8,112.8,104.0,54.5,91.2,99.8,88.2
SW-620,57.3,96.2,-77.5*,97.3,38.0,101.6,97.9,111.4
HT29,42.6,76.4,-58.1*,96.2,8.7*,101.9,83.2,109.7
COLO 205,93.7,87.1,92.6,95.7,19.3,115.3,107.8,122.3
NCI-H23,50.0,84.7,92.2,99.5,45.8,97.2,100.7,89.6

(9) CSc1nc(-c2cccs2)c2c(N)nn(S(=O)(=O)c3ccccc3)c2n1
(10) CC(C)=NNc1cnnc2ccc([N+](=O)[O-])cc12
(11) O=C(CSc1nnc2n1N=C(c1ccc(-c3ccccc3)cc1)CS2)c1ccc(-c2ccccc2)cc1
(12) NC(=O)c1sccc1Nc1ccnc(C(F)(F)F)c1
(13) CC(C)(C)c1ccccc1N
(14) COC(c1ccc2c(c1)OCO2)C(C)Br (stereo unspecified)
(15) COc1ccc(C2NC(=O)NC(/C=C/c3ccc(O)c(OC)c3)=C2C(=O)/C=C/c2ccc(O)c(OC)c2)cc1 (stereo unspecified)
(16) CC1=C[C@H]2C[C@H](C)[C@H]3CC[C@H](C)C4=C3[C@@](O)(OC4=O)[C@@]2(C)C1
assay / entry,9,10,11,12,13,14,15,16
NCI-H522,82.4,77.8,84.8,81.9,87.7,84.6,88.6,86.4
NCI-H322M,83.3,89.6,81.8,107.8,97.9,100.5,101.7,104.2
NCI-H460,106.0,90.4,105.8,107.6,104.3,103.9,88.4,100.6
HCT-15,98.6,100.4,104.2,102.9,99.0,102.8,97.8,102.6
NCI-H226,90.2,89.8,96.5,92.8,97.9,93.1,84.3,102.8
SW-620,96.4,101.4,104.0,104.5,106.7,94.9,95.1,106.5
HT29,103.8,97.4,91.0,98.4,93.1,88.8,75.9,96.5
COLO 205,114.5,119.5,119.3,106.6,113.3,94.5,104.7,105.2
NCI-H23,98.3,92.1,104.7,103.4,96.9,95.2,.,.

(17) Cc1ccc(C(=O)c2ccc(CC(=O)N/N=C/c3ccc(O)cc3O)n2C)cc1
(18) CS(=O)(=O)N1CCCCC1CCN1CCCCC1 (stereo unspecified)
(19) O=C1c2cccc3c(-c4ccc(-c5nc6c7ccccc7c7ccccc7c6[nH]5)cc4)ccc(c23)C(=O)N1CCO
(20) COc1ccc(/C=C/C(=O)c2ccc(NC(=O)CSc3nnc(-c4ccc(OC)cc4)n3-c3ccccc3)cc2)cc1
(21) O=P(c1ccc(F)cc1)(c1ccc(F)cc1)c1ccc(F)cc1
(22) CCc1c(C(=O)N[C@@H]2c3cc(Cl)ccc3CC[C@H]2O)[nH]c(C)c1C(C)=O
(23) Cc1cccc(C)c1NC(=O)CCl
(24) C/C(=N/O)c1ccc(N2C(=O)c3c(Cl)c(Cl)c(Cl)c(Cl)c3C2=O)cc1
assay / entry,17,18,19,20,21,22,23,24
NCI-H522,55.5,115.0,79.4,91.4,.,45.2,87.2,97.8
NCI-H322M,38.0,102.0,78.0,102.7,100.3,79.4,.,104.5
NCI-H460,21.1,.,76.0,107.0,106.6,13.5,104.9,106.6
HCT-15,16.8,98.5,70.1,96.4,94.0,24.5,88.1,95.8
NCI-H226,65.7,103.5,94.8,99.2,95.1,57.4,113.8,97.2
SW-620,42.2,.,98.3,102.3,106.3,50.8,113.0,103.1
HT29,64.0,109.0,97.6,103.1,96.8,45.6,102.9,104.7
COLO 205,41.8,107.6,87.6,107.1,102.0,42.1,116.6,109.2
NCI-H23,42.4,106.1,98.5,99.2,105.5,69.2,96.7,116.1

(25) CCCCc1nc(Cl)c(C2CC(c3ccc(C(F)(F)F)cc3)=NN2c2ccc(Cl)cc2)[nH]1 (stereo unspecified)
(26) O=C(Nc1ccc(N2CCOCC2)cc1)Nc1ccc2c(ccn2C(=O)c2cccc(F)c2)c1
(27) Cc1cc(NS(=O)(=O)c2ccc(N/C=C/C(=O)c3cc4cc(Br)ccc4oc3=O)cc2)no1
(28) CSc1nc2sc3c(C)ccc(C)c3n2c(=N)c1C#N
(29) CC(=O)Nc1nc2c(s1)CCCc1ccn(S(=O)(=O)c3ccccc3)c1-2
(30) CCCCC(O)CCCC
(31) CCCCC(CC)OC(=O)C(Br)CC (stereo unspecified)
(32) NS(=O)(=O)c1ccc(CCN2C(=O)/C(=C\c3ccc(Cl)cc3)C=C2c2ccc(-c3ccccc3)cc2)cc1
assay / entry,25,26,27,28,29,30,31,32
NCI-H522,71.0,73.7,87.8,.,75.4,94.6,103.5,66.1
NCI-H322M,94.0,92.5,94.5,99.9,81.5,103.5,101.5,93.5
NCI-H460,86.8,38.8,103.8,103.9,100.9,103.6,108.5,87.5
HCT-15,81.4,78.6,95.4,101.7,95.0,102.7,104.5,78.7
NCI-H226,76.3,41.4,102.5,.,78.8,.,108.4,80.7
SW-620,93.7,74.5,109.6,107.7,93.5,97.6,114.1,99.3
HT29,93.5,76.0,113.2,107.0,94.3,106.1,.,73.8
COLO 205,99.5,82.1,131.5,107.7,98.1,97.0,110.8,95.0
NCI-H23,88.6,66.7,97.9,90.2,91.2,95.5,92.7,90.1

(33) Cc1cc(NC(=O)Nc2ccc(N=Nc3cc(S(=O)(=O)O)c4cccc(S(=O)(=O)O)c4c3)c(C)c2)ccc1N=Nc1cc(S(=O)(=O)O)c2cccc(S(=O)(=O)O)c2c1
(34) CCCC1(/C=N/NC(N)=S)NC(=O)NC1=O (stereo unspecified)
(35) Nc1nnc(-c2cncc(Br)c2)c(-c2c[nH]c3ccc(Cl)cc23)n1
(36) CCOc1cccc(-c2nc3sccn3c2-c2ccncn2)c1
(37) CCCCCCCCO/N=C\c1c2c(O)c3c(O)c(C)c4c(c3c1O)C(=O)C(C)(O/C=C\C(OC)C(C)C(OC(C)=O)C(C)C(O)C(C)C(O)C(C)/C=C\C=C(\C)C(=O)N2)O4 (stereo unspecified)
(38) O=C1Nc2cc(-c3ccc(NS(=O)(=O)c4ccccc4)cc3)ccc2/C1=C/c1ccc[nH]1
(39) COc1ccc(/C=C2\CN(Cc3cn(CCCNc4ccnc5cc(Cl)ccc45)nn3)C/C(=C\c3ccc(OC)cc3)C2=O)cc1
(40) O=C(O)COc1ccc([N+](=O)[O-])cc1Cl
assay / entry,33,34,35,36,37,38,39,40
NCI-H522,84.6,62.9,68.1,96.6,5.6*,76.4,87.9,.
NCI-H322M,83.6,97.0,80.9,97.7,45.9,49.6,80.1,99.8
NCI-H460,102.5,109.8,86.9,99.7,3.8*,11.4,86.3,108.2
HCT-15,100.4,103.9,55.4,100.1,19.1,62.9,67.6,94.1
NCI-H226,105.5,90.5,74.0,94.0,28.0,65.9,96.7,108.3
SW-620,98.9,107.0,82.8,101.8,15.1,84.9,46.4,108.3
HT29,88.8,77.5,106.1,99.8,2.8*,84.2,14.6,112.7
COLO 205,99.0,98.3,112.7,105.4,4.9*,125.0,81.6,110.5
NCI-H23,99.3,91.9,84.5,107.2,22.2,29.9,.,107.8

(41) CCNC(=O)N1CCc2cc(OC)c(OCCc3ccc(OC)c(N)c3)cc2C1c1ccc(C)cc1C (stereo unspecified)
(42) COc1ccc(-n2nc(C)c3c(Nc4ccc(NC(=O)Nc5c(Cl)cccc5Cl)cc4)ncnc32)cc1
(43) CCCCCCCCn1cc(C2=C(c3coc4ccc(OC)cc34)C(=O)NC2=O)c2ccccc21
(44) CCCCCCCCCCCCCCCCCCNC(=S)Nc1ccccc1
(45) Oc1c(Cl)cc(Cl)cc1C(c1cc(Cl)cc(Cl)c1O)C(Cl)(Cl)Cl
(46) CCN1C(=O)N(CC)C2C1NN=C1SC3(C(=O)N12)C(c1ccccc1F)CN(C)C31C(=O)Nc2ccccc21 (stereo unspecified)
(47) CCN(CC)CCCC(C)Nc1ccnc(/C=C/c2ccc(Cl)cc2)c1 (stereo unspecified)
(48) Nc1nc2ccccc2c2c(=O)c3cc(Cl)ccc3sc12
assay / entry,41,42,43,44,45,46,47,48
NCI-H522,-30.2*,58.0,96.7,75.9,-12.8*,82.3,-38.6*,93.4
NCI-H322M,40.7,57.7,99.0,110.7,-21.8*,88.7,21.3,91.8
NCI-H460,2.6*,50.4,100.9,108.5,-20.7*,112.4,9.3*,86.2
HCT-15,10.4,72.2,97.4,103.2,2.9*,104.2,-33.4*,96.8
NCI-H226,42.9,37.2,-38.6*,98.2,5.4*,.,62.6,92.7
SW-620,23.2,48.6,99.1,101.8,9.9*,105.8,-53.2*,117.2
HT29,3.1*,31.4,99.3,91.9,7.5*,97.1,.,101.6
COLO 205,13.3,70.1,.,121.4,-90.9*,108.7,-64.4*,113.8
NCI-H23,20.0,52.1,54.4,103.5,-19.9*,103.6,67.4,87.5

An excerpt from above, reduced to NCI-H522 and SW-620:
cpd | molecule | NCI-H522 | SW-620
40 | O=C(O)COc1ccc([N+](=O)[O-])cc1Cl | . | 108.3
41 | CCNC(=O)N1CCc2cc(OC)c(OCCc3ccc(OC)c(N)c3)cc2C1c1ccc(C)cc1C (stereo unspecified) | -30.2* | 23.2
42 | COc1ccc(-n2nc(C)c3c(Nc4ccc(NC(=O)Nc5c(Cl)cccc5Cl)cc4)ncnc32)cc1 | 58.0 | 48.6
43 | CCCCCCCCn1cc(C2=C(c3coc4ccc(OC)cc34)C(=O)NC2=O)c2ccccc21 | 96.7 | 99.1

(continued)
(49) SCc1ccc(Cl)cc1Cl
(50) COC1=C(OC)C(=O)C(SC/C=C(\C)CCCC(C)CCCC(C)CCCC(C)C)=CC1=O (stereo unspecified)
(51) COc1ccc(-c2cc(O)c(C(C)=O)s2)cc1
(52) COC(OC)c1cc(C)nc(NS(=O)(=O)c2ccc(N)cc2)n1
(53) COc1cc(/C=C/C(=O)N2CCC=CC2=O)cc(OC)c1OC
(54) O=C(O)c1c(Cl)ccc([N+](=O)[O-])c1Cl
(55) CCCCCCCCN(CCCCCCCC)C(=N)c1ccnc2ccccc12
(56) CS(=O)(=O)Nc1cncc(-c2ccc3ncnc(Nc4cncc(Cl)c4)c3c2)c1
assay / entry,49,50,51,52,53,54,55,56
NCI-H522,92.4,-6.1*,91.8,96.6,-68.2*,81.9,-74.7*,50.2
NCI-H322M,108.4,67.4,99.5,104.4,84.3,110.9,-64.5*,71.7
NCI-H460,104.4,2.2*,107.3,105.7,76.0,96.9,-78.0*,103.0
HCT-15,98.8,17.2,94.3,96.7,1.7*,97.2,-88.2*,92.9
NCI-H226,94.7,40.9,110.7,92.3,108.6,88.4,56.5,80.8
SW-620,104.0,18.7,104.3,106.2,29.3,82.3,-68.1*,106.9
HT29,115.2,56.2,103.6,103.2,23.2,93.0,-87.1*,80.0
COLO 205,110.3,94.4,119.1,107.2,5.1*,93.7,.,93.8
NCI-H23,91.3,14.0,96.0,99.6,62.3,105.5,-66.4*,80.0

3 compounds out of the list, ordered by length of the SMILES, highest first.
(53) COc1cc(/C=C/C(=O)N2CCC=CC2=O)cc(OC)c1OC
(55) CCCCCCCCN(CCCCCCCC)C(=N)c1ccnc2ccccc12
(49) SCc1ccc(Cl)cc1Cl
assay / entry,53,55,49
NCI-H522,-68.2*,-74.7*,92.4
NCI-H322M,84.3,-64.5*,108.4
NCI-H460,76.0,-78.0*,104.4
HCT-15,1.7*,-88.2*,98.8
NCI-H226,108.6,56.5,94.7
SW-620,29.3,-68.1*,104.0
HT29,23.2,-87.1*,115.2
COLO 205,5.1*,.,110.3
NCI-H23,62.3,-66.4*,91.3

(cont.)
(57) C=C1CCC2C3(C)COC(c4cccs4)OC3CCC2(C)C1CC(NCc1ccccc1)C1=CCOC1=O (stereo unspecified)
(58) CCCCSc1nnc(-c2ccc(-n3nc(-c4ccc(OC)cc4)cc3-c3ccc(OC)cc3)cc2)o1
(59) CC(=O)C(c1ccccc1)(c1ccccc1C)c1ccccc1C
(60) COc1ccc(Nc2nc3ccc(NS(=O)(=O)c4ccc(C)cc4)cc3[nH]c2=O)cc1
(61) Nc1ncnc2c1ncn2[C@@H]1C=C[C@H](CO)[C@H]1CO
(62) COc1ccc(N(C)c2nc(Cl)nc3cnn(C)c23)cc1
(63) CCOC(=O)c1ccc(C=O)[nH]1
(64) O=S(=O)(O)c1ccc2ccc(S(=O)(=O)O)cc2c1
assay / entry,57,58,59,60,61,62,63,64
NCI-H522,75.2,79.0,80.9,93.5,95.5,-27.6*,105.8,.
NCI-H322M,89.8,99.9,103.2,97.3,95.9,34.1,142.2,111.5
NCI-H460,105.3,101.5,97.5,104.7,100.3,7.5*,118.1,108.6
HCT-15,89.0,97.5,90.3,96.1,96.6,9.1*,110.0,113.7
NCI-H226,66.1,86.1,104.7,91.2,84.8,1.0*,106.9,115.9
SW-620,101.0,99.6,95.7,105.1,100.9,27.8,109.9,100.1
HT29,77.8,.,73.4,109.4,97.6,-9.4*,.,111.5
COLO 205,95.1,105.9,123.0,107.6,113.5,-68.3*,108.7,117.8
NCI-H23,86.6,97.4,88.8,100.2,101.8,34.4,105.2,104.1
